# PglD inh: PglD (C. jejuni) enzyme inhibition. purified PglD enzyme, DTNB colorimetric CoA detection. inhibition, % at 12.5 µM. actives 0.098% (n = 360,000); in the data active means inhibition above about 16%, passing the limit was not always enough; further: strong numbers were not always called active
# C2C12 statin: protects C2C12 myotubes from simvastatin toxicity. ATP luminescence, 48 h; scaled: DMSO 0, geranylgeraniol control 100. rescue of ATP level, % at 7.49 µM. actives 0.78% (n = 330,000);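 active means mean ATP rescue above about 67%, or every replicate alone reaching that limit, limit read from the data, passing the limit was not always enough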;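 further: myotubes were challenged with 10 µM simvastatin during compound exposure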
# PGC1a acetyl inh: PGC1a acetylation modulation, inhibitor mode. inhibition, % at 15.6 µM. U2OS PGC1a acetylation, AlphaScreen anti-acetyl-lysine; with virally co-expressed GCN5 acetyltransferase. AID 651687. actives 0.17% (n = 350,000);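 active means every replicate shows inhibition of at least 40%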;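 further: 0% = neutral control wells and 100% = positive control wells; some results beyond the cut were filed as inactive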
# ARNT TACC3 PPI: disrupts binding between human ARNT and TACC3 | Q9Y6A5 | AlphaScreen His-ARNT PAS-B/GST-TACC3 binding, luminescence; TACC3 fragment carries E629A point mutation | actives 0.66% (n = 390,000) | inhibition, % at 9.99 µM | AID 623870;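 active means mean inhibition of replicates at least 50% and at least half of replicates each reaching 50%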;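 further: 0% = complete ARNT plus TACC3 wells and 100% = ARNT alone without TACC3; many hits fall short of the cut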
# Cneo AK release: causes C. neoformans cell lysis; adenylate kinase release luminescence, 4 h; normalised: neutral wells 0, clomiphene wells 100; lysis activity, % at 15 µM; actives 0.2% (n = 360,000);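 active means mean lysis activity across replicates of at least 80%, whatever share of replicates individually reach that level; inactive means mean lysis activity below 80%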
#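 Material: C. neoformans cells; Schedule: 4 h static compound exposure, 37 °C, read 1 h post-reagent; Measured by: adenylate kinase release luminescence; Read-out: signal increase indicating cell lysis; Controls: Clomiphene as positive lysis control.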
# GSIS activator: GLuc luminescence reporter in INS-1E cells, primary screen for activators of glucose-dependent secretion of insulin; INS-1E GLuc reporter insulin secretion, 2-3 h; actives 0.61% (n = 370,000); AID 743287; activation, % at 16.6 µM;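 active means lowest replicate activation of at least 40%, so every replicate reaches that level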;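 further: 0% = median of neutral control wells and 100% = median of IBMX positive control wells; some compounds called inactive have numbers as strong as hits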
# PAX8 inh HTS: lowers PAX8-driven luciferase in RMG-I cells | RMG-I TPO-luciferase reporter, SteadyGlo, 24 h | inhibition, % at 12.6 µM | actives 1.2% (n = 360,000);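 active means mean replicate inhibition at least 60% with every replicate also reaching 60%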;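 further: luciferase light reporting Pax8 driven TPO promoter activity; plate controls were median of neutral control wells for no effect and mitoxantrone controls for full effect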
# LGR2 inh: Drosophila LGR2 receptor signaling inhibition | HEK293 LGR2, CRE-luciferase, bursicon-stimulated, 4 h | inhibition, % at 9.99 µM | actives 0.35% (n = 380,000) | AID 720647;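 active means drop in luminescence signal, shown as inhibition above about 50% in the replicate tests, limit read from the data, passing the limit was not always enough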;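 further: agonist challenge used bursicon conditioned medium at about half maximal strength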
# * hit, by the source's call; · = no result given.
SMILES,PglD inh,C2C12 statin,PGC1a acetyl inh,ARNT TACC3 PPI,Cneo AK release,GSIS activator,PAX8 inh HTS,LGR2 inh
COc1ccc([C@H]2CC(=O)C=C(c3ccc(OC(F)(F)F)cc3)C2)cc1,6,-12,-14,-2,-3,-11,-31,-18
COc1cccc(CN(C(=O)/C=C/c2ccc(Cl)cc2)C2CCS(=O)(=O)C2)c1 (stereo unspecified),·,·,-3,-5,·,2,-6,3
CC(=O)Nc1ccc(C(=O)NNC(=O)c2ccc(Cl)cc2)cc1,1,-4,6,4,0,0,-8,14
Cc1cc(C(=O)Nc2cccc3c2O[C@H](CN(C)C(=O)Nc2ccccc2)[C@H](C)CN([C@H](C)CO)C3=O)n(C)n1,1,33,4,-7,0,10,-10,-27
CO[C@H]1CN(C)C(=O)c2ccc(NC(=O)C3CCCCC3)cc2OC[C@H](C)N(C(=O)c2ccccc2)C[C@H]1C,-2,-3,3,0,1,-18,9,-8
CCNC(=O)C1(C)CCN(Cc2ccc(C(F)(F)F)cc2)C1 (stereo unspecified),4,7,-5,·,2,2,-11,16
Cc1cc(C(=O)Nc2cccc3c2O[C@@H](CN(C)Cc2ccc(Cl)c(Cl)c2)[C@@H](C)CN([C@@H](C)CO)C3=O)n(C)n1,-1,8,-9,6,-8,-3,-14,5
O=C1C(=O)N(CCCn2ccnc2)C(c2cccc(Br)c2)/C1=C(\O)c1ccc2c(c1)OCCO2 (stereo unspecified),-2,-1,2,-1,-1,0,-8,4
CCN(C(=O)CSc1nnc(-c2ccc(Cl)cc2)n1C)C1CCS(=O)(=O)C1 (stereo unspecified),·,·,0,-1,·,12,4,-20
CC1CCN(c2ccc([N+](=O)[O-])cc2C(N)=O)CC1,-7,-1,-1,2,15,-6,11,3
O=C(CN1C(=O)c2ccccc2S1(=O)=O)Nc1ccc(S(=O)(=O)N2CCCCCC2)cc1,4,1,5,16,0,-5,10,·
CN(CCC#N)C(=O)COC(=O)C1c2ccccc2Oc2ccccc21,-1,-49,0,-1,2,7,-4,17
COc1cc([N+](=O)[O-])cc(/C=N/NC(=O)C(C)Nc2cccc(C)c2)c1O (stereo unspecified),·,·,·,18,·,10,-4,1
CCN(CC)CCn1c2c(c(SCC(=O)Nc3ccc(C(C)C)cc3)nc1=O)CCC2,4,·,·,2,2,-6,0,-5
Cc1ccc(S(=O)(=O)Nc2ccc3c(c2)C(=O)N([C@@H](C)CO)C[C@H](C)[C@@H](CN(C)CC2CCCCC2)OCCCC[C@H](C)O3)cc1,1,·,-1,-1,-9,-1,32,8
C/C=C/c1cnc2c(c1)C(=O)N([C@@H](C)CO)C[C@H](C)[C@H](CN(C)Cc1ccccc1F)O2,-2,-6,-5,5,-3,-7,-5,7
Cc1ccc(-c2n[nH]c(=S)n2/N=C/C=C/c2ccccc2[N+](=O)[O-])cc1,-3,55,1,2,1,·,31,·
O=Cc1cc(CCC(=O)O)ccc1O,5,·,-3,-7,0,-1,-4,-2
C[C@@H]1CN([C@H](C)CO)C(=O)Cc2cc(NS(=O)(=O)c3cccs3)ccc2O[C@H]1CN(C)Cc1ccc(C(=O)Nc2ccccc2N)cc1,·,·,-1,·,·,30,18,-6
CCCNC(=O)N1CCN(C(=O)NCCC)CC1,1,-6,3,-3,0,·,0,·
COC(=O)c1cc(S(=O)(=O)N2CCN(Cc3ccccc3)CC2)cn1C,4,2,12,1,-5,·,4,·
CN(CC(=O)Nc1ccccc1Cl)C(=O)C1CCN(C(=O)c2ccc(Cl)cc2)CC1,1,·,-1,-1,-3,2,7,-20
Cc1noc(C)c1NC(=O)N(C)C[C@H]1Oc2cc(C#CCC3CCCC3)ccc2S(=O)(=O)N([C@@H](C)CO)C[C@@H]1C,1,3,-8,4,0,-4,66*,11
Cn1c(CCCCCN)nc2ccccc21,-5,4,-2,·,0,·,·,·
CC(C)OCCCNC(=O)CN1C(=O)/C(=C/c2ccccc2F)Oc2ccccc21,-1,-11,4,-4,-3,13,15,-15
# More records:
SMILES,PglD inh,C2C12 statin,PGC1a acetyl inh,ARNT TACC3 PPI,Cneo AK release,GSIS activator,PAX8 inh HTS,LGR2 inh
COc1ccc(NC(=O)NC2(C(=O)N3CCCCC3)CCCCC2)cc1,6,13,·,-1,1,-6,-5,-6
COc1cccc(NC2=NCCCCC2)c1,0,9,1,2,1,6,-5,6
Cc1n[nH]c(C)c1S(=O)(=O)N1CCCC(C(=O)Nc2ccc(Br)cc2)C1 (stereo unspecified),4,-10,1,0,6,-1,14,10
CC(=O)NC[C@@H]1[C@@H](c2ccc(-c3cccnc3)cc2)[C@H](CO)N1C(=O)C1CC1,-2,-24,-1,-6,-1,6,-25,-2
O=C(CNC(=O)c1ccc(-c2ccccc2)cc1)OCc1ccc(Br)cc1,·,·,·,2,·,12,-69,-4
Cc1nc2ccccc2c2c(N)cccc12,·,5,·,-8,·,-11,0,-2
COc1ccc(CCCC(=O)N/N=C/c2ccccc2OC)cc1,·,·,·,3,·,-5,16,2
CCOC(COC(=O)c1ccccc1C(=O)O)c1ccccc1 (stereo unspecified),3,·,·,·,-3,-8,10,1
O=C(NCc1ccccn1)c1ccc(Cl)c(S(=O)(=O)N2CCOCC2)c1,3,16,3,8,-1,8,13,-1
CC(C(=O)Nc1ccc(C#N)cc1)N(C)CC(=O)N(C)c1c(N)n(Cc2ccccc2)c(=O)[nH]c1=O (stereo unspecified),2,-9,-3,-4,1,-3,·,-21
COc1ccc(-c2nn(-c3ccccc3)cc2/C=N/O)cc1OC,·,·,·,-11,·,8,26,-11
Cc1cc2nc3n(c2cc1C)CC1CC(C(=O)NCC2CC2)N(C)C31 (stereo unspecified),-6,-3,-5,4,-5,-4,-8,14
Cc1ccc(C(=O)NC(=S)N2CCN(c3ccccc3F)CC2)cc1,4,·,1,7,7,·,32,-25
CC(C)NC(=O)N(C)C[C@@H]1OCCCC[C@H](C)Oc2ccc(NS(=O)(=O)c3ccc(F)cc3)cc2C(=O)N([C@H](C)CO)C[C@@H]1C,-2,·,1,-8,-1,12,-13,12
COCC(=O)Nc1ccc2c(c1)C(=O)N(C)[C@H]1CC[C@@H](CC(=O)NCc3ccccc3Cl)O[C@H]1CO2,0,6,-6,-6,-1,-5,-4,21
CC(C)CC#Cc1ccc2c(c1)O[C@@H](CN(C)C(=O)Cc1ccccn1)[C@@H](C)CN([C@@H](C)CO)S2(=O)=O,2,19,0,0,-1,-21,·,-7
CC[C@H]1C(Nc2ccccc2)C[C@@H]2CCN3C(=O)CC[C@H]1[C@H]23 (stereo partly specified),1,18,-10,-3,0,-7,2,-7
CO[C@@H]1CN(C)C(=O)c2cc(NC(=O)C3CCC3)ccc2OC[C@@H](C)N(C(=O)Nc2ccc(C(F)(F)F)cc2)C[C@H]1C,3,-11,·,-8,-1,-23,21,-9
O=C(Nc1ccccc1)c1ccccc1NC(=O)c1ccccc1[N+](=O)[O-],-3,-5,-4,4,1,14,-22,-1
O=C(COc1ccccc1Cl)NCCNC(=O)c1cnccn1,3,3,1,5,-2,0,16,9
O=C(NCCS(=O)(=O)N1CCN(c2ccccc2)CC1)c1cc(=O)c2ccccc2o1,2,4,·,·,1,5,14,-5
C[C@H](CO)N1C[C@H](C)[C@H](CN(C)C(=O)NC2CCCCC2)Oc2ccc(NC(=O)CCC(F)(F)F)cc2C1=O,-1,40,21,-5,-3,6,6,4
C=CCn1c(-c2ccc(Cl)cc2)ccc(C#N)c1=O,-4,-17,-3,-7,1,·,·,·
COc1ccc(Cc2c(-c3ccccc3)nc3ccc(Cl)cn23)c(C)c1,-1,-9,5,·,1,7,-64,-25
CC1CN(Cc2nc3c(c(=O)[nH]c(=O)n3C)n2CC(N)=O)CC(C)O1 (stereo unspecified),·,2,-6,-12,2,23,-24,17
# Next section.
SMILES,PglD inh,C2C12 statin,PGC1a acetyl inh,ARNT TACC3 PPI,Cneo AK release,GSIS activator,PAX8 inh HTS,LGR2 inh
CCOc1cc(S(=O)(=O)Nc2ccc(Cl)cn2)ccc1Cl,-3,64,6,-4,-3,·,·,·
CN(CCOc1ccc(Cl)cc1)C(=O)Cc1ccc(S(=O)(=O)N2CCOCC2)s1,-7,-4,7,-8,-1,-21,10,17
O=C(C[C@H]1CC[C@H](NC(=O)C2CC2)[C@H](CO)O1)NC1CCC1,-1,-1,4,-18,2,6,-12,-2
S=C(c1cccs1)N1CCCC1,-4,6,-3,2,4,·,-3,·
COc1ccccc1-n1ccnc(SCC(=O)NCc2ccccc2Cl)c1=O,1,-3,2,-10,-2,2,-11,13
CCCCCN(C(=O)COC(=O)COc1c(C)cc(C)cc1C)c1c(N)n(CCCC)c(=O)[nH]c1=O,·,·,-4,22,·,-46,-8,7
COc1ccc(NC(=O)N(C)C[C@H]2Oc3ccc(NC(=O)c4ccncc4)cc3CC(=O)N([C@H](C)CO)C[C@@H]2C)cc1,1,-26,16,5,5,10,-33,-18
CC(C)(C)c1cc(NC(=O)c2cccc(S(=O)(=O)N3CCOCC3)c2)no1,5,·,-11,4,1,-15,-9,-4
COc1ccc(N2CCN(C(=O)CCc3nnc4ccc(N5CCC(C)CC5)nn34)CC2)cc1,-5,9,4,·,-1,-21,27,-19
Cc1ccc(NC(=O)CN2CCC(NC(=O)Cc3ccccc3)CC2)cc1C,2,-27,-10,-8,-1,-4,·,6
COc1ccc(NC(=O)c2oc3ccccc3c2NC(=O)C2CCCO2)cc1OC (stereo unspecified),-5,-12,-1,23,3,3,-106,-13
CSCc1ccc(C(=O)NC(C)c2ccc(-n3ccnc3)cc2)cc1 (stereo unspecified),10,-2,·,8,-4,-9,0,1
O=C(C1CCCCC1)N1[C@@H](CO)[C@@H]2c3ccccc3NC[C@@H]21,1,-23,-7,5,-1,-7,4,-12
Nc1c(-c2ccccc2)cnn1-c1cccc([N+](=O)[O-])c1,4,-5,1,2,-1,·,-30,·
C[C@H]1CN([C@@H](C)CO)C(=O)c2cc(NC(=O)Cc3cn(C)c4ccccc34)ccc2O[C@H]1CN(C)S(=O)(=O)c1ccccc1,-1,13,3,-1,1,-1,25,·
C[C@@H]1CN([C@@H](C)CO)C(=O)c2cc(C#CC3CC3)cnc2O[C@H]1CN(C)Cc1ccccc1C(=O)O,-3,9,4,-2,5,-5,·,8
CCCCCn1cnc2c(sc3nc4c(cc32)CSC(C)(C)C4)c1=O,-24,-3,3,-4,1,-16,·,-74
O=c1sc(N2CCN(c3ccc(F)cc3)CC2)nc2ccsc12,3,-2,9,-5,-1,·,-57,-57
O=C(Nc1ccccn1)c1ccco1,3,2,-10,-8,0,9,·,-27
CCCS(=O)(=O)N1CCC(C(=O)NCCCOC(C)C)CC1,2,0,3,-11,-2,·,·,·
